Myeloid diff MLP: induction of myeloid progenitor differentiation, primary screen, cell-based, flow cytometry, MLPCN library; ER-HoxA9 myeloid progenitors, lysozyme-GFP differentiation; calls only at 10 µM; 360,000 tested, 1% active; AID 624256, 2012;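 active means normalized GFP-positive differentiation at or above the plate's own cutoff, the solvent-only control mean plus 3 SD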;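 further: cells exposed to compound for four days before flow analysis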
Myeloid diff MLP GFP+ MAC1+ %: second read-out of Myeloid diff MLP, no call of its own (marks repeat the call); GFP+ MAC1+ double positive, %; measured here: differentiation confirmed by MAC1 staining
* marks the source's active call; other numbers are inactive results; i = inactive; + = active, no number. Some of the compounds tested; count on the stated rates, not on these rows.

SMILES | Myeloid diff MLP | Myeloid diff MLP GFP+ MAC1+ %
CN(C(=O)c1cccc(NC(=O)Cc2ccc(NC(=O)C3CCN(C(=O)C4CCCC4)CC3)cc2)c1)C1CCC1 | i | 0.5
CCOC(=O)C1(C)CCCN1C(=O)c1ccc(Cl)nc1 (configuration not stated) | i | 0.6
Cn1cnnc1SCC(=O)NCCC1=CCCCC1 | i | 0.3
CC1Nc2ncnc(N3CCc4ccccc4C3)c2N(Cc2ccc(Cl)cc2)C1=O (configuration not stated) | i | 1.1
C[C@H]1CN([C@@H](C)CO)C(=O)c2cccc(NS(=O)(=O)c3cn(C)cn3)c2O[C@H]1CN(C)S(C)(=O)=O | i | 2.7
O=C(CSc1nc2ccccc2c(=O)n1CC1CCCO1)N1CCN(c2ccccc2)CC1 (configuration not stated) | i | 6.6
CC(C)OC(=O)N(C)C[C@@H]1OCc2cnnn2CCCC(=O)N([C@@H](C)CO)C[C@@H]1C | i | 0.3
COc1cc(NC(=O)c2ccc(-c3cnn(C)c3)c3ccoc23)cc(OC)c1OC | i | 0.4
Cc1ccc(C(=O)COC(=O)c2nc(Cl)ccc2Cl)cc1 | i | 0.7
COc1ccc(S(=O)(=O)N2CCCCCC2)cc1C(=O)N1CCN(c2ccccc2O)CC1 | i | 0.5
COc1ccc(C(=O)NC(=S)N2CCN(c3ccccc3O)CC2)cc1 | i | 0.3
CCCCn1c(CCl)nc2cc(S(=O)(=O)N3CCOCC3)ccc21 | i | 1.0
O=C1OCCN1C(=O)[C@H]1[C@H](c2ccccc2)C(c2cccc(Cl)c2)=NN1c1ccccc1 | i | 3.0
O=C(CCNS(=O)(=O)c1ccc(Br)cc1)NCCCSc1ccccc1 | i | 1.5
O=C(c1ccco1)N1CCN(c2ccc(N3CCCCC3)nn2)CC1 | i | 0.9
O=C(NCc1ccccc1)C1=C[C@@H](c2ccc3c(c2)OCO3)C[C@@H](OCc2ccc(CO)cc2)O1 | i | 2.1
COc1ccc(CCNC(=O)COC(=O)C2CC2C)cc1 (configuration not stated) | i | 0.8
CCN(CC)S(=O)(=O)c1ccc(N2CCOCC2)c(NC(=O)c2[nH]c(C)c(C(C)=O)c2C)c1 | i | 1.7
COc1ccc(NC(=O)C2(C)CCCN(C(C)=O)C2)cc1F (configuration not stated) | i | 0.7
CC(C)(C)OC(=O)[C@H](Cc1ccccc1)NC(=O)c1nc[nH]c1C(=O)NC1CCNCC1 | i | 2.4
N#Cc1cccc(NC(=O)CSc2cccc[n+]2[O-])c1 | i | 1.6
CC1CC2CCCC(O)=C2C(=O)O1 (configuration not stated) | i | 2.2
CCN(CC(=O)Nc1ccc(NC(C)=O)cc1)C(=O)CCCOc1ccc(C(C)(C)C)cc1 | i | 1.1
Cc1noc(NS(=O)(=O)c2ccc(NS(=O)(=O)c3ccc(Cl)cc3)cc2)c1C | i | 1.2
CO[C@@H]1CN(C)C(=O)c2ccc(NC(=O)C3CCC3)cc2OC[C@H](C)N(CC2CCCCC2)C[C@H]1C | i | 1.4

Not a retest: an excerpt of the list.
SMILES | Myeloid diff MLP | Myeloid diff MLP GFP+ MAC1+ %
O=C1OCCN1C(=O)[C@H]1[C@H](c2ccccc2)C(c2cccc(Cl)c2)=NN1c1ccccc1 | i | 3.0
O=C(CCNS(=O)(=O)c1ccc(Br)cc1)NCCCSc1ccccc1 | i | 1.5
O=C(c1ccco1)N1CCN(c2ccc(N3CCCCC3)nn2)CC1 | i | 0.9
O=C(NCc1ccccc1)C1=C[C@@H](c2ccc3c(c2)OCO3)C[C@@H](OCc2ccc(CO)cc2)O1 | i | 2.1
COc1ccc(CCNC(=O)COC(=O)C2CC2C)cc1 (configuration not stated) | i | 0.8
CCN(CC)S(=O)(=O)c1ccc(N2CCOCC2)c(NC(=O)c2[nH]c(C)c(C(C)=O)c2C)c1 | i | 1.7
COc1ccc(NC(=O)C2(C)CCCN(C(C)=O)C2)cc1F (configuration not stated) | i | 0.7
CC(C)(C)OC(=O)[C@H](Cc1ccccc1)NC(=O)c1nc[nH]c1C(=O)NC1CCNCC1 | i | 2.4
N#Cc1cccc(NC(=O)CSc2cccc[n+]2[O-])c1 | i | 1.6
CC1CC2CCCC(O)=C2C(=O)O1 (configuration not stated) | i | 2.2
CCN(CC(=O)Nc1ccc(NC(C)=O)cc1)C(=O)CCCOc1ccc(C(C)(C)C)cc1 | i | 1.1
Cc1noc(NS(=O)(=O)c2ccc(NS(=O)(=O)c3ccc(Cl)cc3)cc2)c1C | i | 1.2
CO[C@@H]1CN(C)C(=O)c2ccc(NC(=O)C3CCC3)cc2OC[C@H](C)N(CC2CCCCC2)C[C@H]1C | i | 1.4

Remaining list, next part:
SMILES | Myeloid diff MLP | Myeloid diff MLP GFP+ MAC1+ %
CC(OC(=O)c1cc(=O)c2ccccc2o1)C(=O)Nc1ccc(N(C)C)cc1 (configuration not stated) | i | 1.8
CCCNC(=O)C1(C)CCN(C(=O)C(c2ccccc2)c2ccccc2)C1 (configuration not stated) | i | 0.6
Cc1cc(CNC(=O)COC(=O)c2ccc(Cl)c(N)c2)cc(C)c1O | i | 1.9
Cc1cc(C)cc(OCC(=O)OCC(=O)NC2CC2)c1 | i | 1.5
CC(=O)c1cccc(-c2ccnc3c2CC(C(=O)Nc2cccc(NS(C)(=O)=O)c2)O3)c1 (configuration not stated) | i | 1.4
CC(C)(C)OC(=O)N1CCc2onc(-c3ccc(-n4cc(C5=CCCCC5)nn4)cc3)c2C1=O | i | 2.5
CC1(Cc2ccc(Cl)cc2)C(=O)Nc2ccc(S(=O)(=O)NC3CCCCC3)cc21 (configuration not stated) | i | 0.6
Cc1ccc(C(C)C)c(O)c1C(=O)O | i | 1.0
O=C(/C=C/[C@H]1O[C@@H](n2cnc3c(NC(=O)c4ccccc4)ncnc32)[C@H](O)[C@@H]1O)NCC1CCCCC1 | i | 0.9
CNC(=O)C[C@@H]1CC[C@@H]2[C@H](COC[C@H](O)CN2S(=O)(=O)c2ccccc2Cl)O1 | i | 1.4
CCN(CC)S(=O)(=O)c1ccc(C)c(NC(=O)COC(=O)CCC(=O)c2cccs2)c1 | i | 0.3
Cc1cc(NS(=O)(=O)c2ccc(NC(=O)CNS(=O)(=O)c3ccccc3)cc2)nc(C)n1 | i | 1.6
O=S(=O)(Nc1cccc(-c2ccc(N3CCOCC3)nn2)c1)c1ccc(Cl)c(Cl)c1 | i | 0.8
COc1ccccc1NC(=O)C1CC(C)OC1=O (configuration not stated) | i | 0.4
CCOc1ccccc1C=NN1CCCCCC1 | i | 0.2
O=C(COC(=O)c1ccc(S(=O)(=O)N2CCOCC2)cc1)NCc1ccccc1 | i | 1.0
CCNC(=O)C1CCCN(Cc2cc(C(F)(F)F)ccc2Cl)CC1 (configuration not stated) | i | 1.1
Cc1ccsc1/C=C1\Oc2cc(O)ccc2C1=O | i | 1.2
CN1OC[C@@H]2CN(Cc3ccccc3)[C@H](c3ccc(N4CCCCC4)cc3)C[C@@H]21 | i | 0.6
COCCN(C(=O)c1ccc(C#N)cc1)c1c(N)n(Cc2ccccc2)c(=O)[nH]c1=O | i | 0.7
Cc1ccc([C@H]2C[C@H](n3cc(COC(=O)c4ccccc4)nn3)[C@@H](O)CN2CC2CCCCC2)cc1 | i | 0.8
COc1ccc(-c2cc3c(c4c2ccn4C)C2CCC3O2)cc1OC (configuration not stated) | i | 0.1
O=C(COC(=O)c1cccc(S(=O)(=O)N2CCCCC2)c1)NC1CCCCC1 | i | 0.6
Cc1occc1-c1nnc(SCC(=O)NC2CCCCC2C)o1 (configuration not stated) | i | 0.6
O=C(C1CCCN1S(=O)(=O)c1ccc(Cl)cc1)N1CCN(c2ccccc2)CC1 (configuration not stated) | i | 1.1
(further entries)
SMILES | Myeloid diff MLP | Myeloid diff MLP GFP+ MAC1+ %
COc1ccccc1/C=C/C(=O)OCC(=O)c1c[nH]c2ccccc12 | i | 0.7
CCc1cc2c(COC(=O)c3cc(S(=O)(=O)N4CCOCC4)ccc3F)cc(=O)oc2cc1O | i | 0.1
CC1CCCCN1CCCNC(=O)c1ccc2c(c1)NC(=O)CN2C (configuration not stated) | i | 0.4
Cc1cc(C(=O)OCC(=O)NCc2ccc(F)cc2)c2ccccc2n1 | i | 0.7
Cc1cc(OCC(=O)Nc2ccccc2C)no1 | i | 1.1
CC(O)CN(CC(C)O)c1ccc2c(c1)Cc1cc([N+](=O)[O-])ccc1-2 (configuration not stated) | + | 7.2*
CCOc1ccccc1N1CCN(C(=O)CCNS(=O)(=O)c2ccccc2F)CC1 | i | 0.5
Cc1cc(Cl)ccc1NC(=S)NCCc1ccc(S(N)(=O)=O)cc1 | i | 0.0
COc1cc(CC(=O)OCC(=O)N(C)C2CCCCC2)cc(OC)c1OC | i | 1.1
CCN1C[C@@H]2[C@@H]3C(=O)N(Cc4ccccc4)C(=O)[C@@H]3[C@](Cc3ccccc3)(C1=O)N2C(=O)c1ccc(Br)cc1 | i | 1.6
O=S(=O)(c1cccc(F)c1)N1CCN(c2nc(-c3cccnc3)nc3ccccc23)CC1 | i | 0.3
Nc1nnc(SCC(=O)NNC(=O)c2ccccc2F)s1 | i | 1.2
CCOc1ccccc1NC(=O)c1cccnc1 | i | 1.3
CCc1ccc(N2C=C(C(=O)OC)C(c3ccc(OC)cc3)C(C#N)=C2N)cc1 (configuration not stated) | i | 1.9
CCN(c1ccccc1)S(=O)(=O)c1ccc(OC)c(NC(=O)c2ccco2)c1 | i | 1.3
Cc1ccc(CN2CC(C(=O)N3CC(C)CC(C)C3)CC2=O)cc1 (configuration not stated) | i | 0.7
O=C(N[C@@H](Cc1ccccc1)C(=O)OCc1ccccc1)c1ccco1 | i | 0.1
CC(NC(=O)c1ccc(S(=O)(=O)Nc2ccccc2Cl)cc1)c1ccncc1 (configuration not stated) | i | 1.4
Cc1cn([C@H]2C[C@H](O)[C@@H](CNC(=O)CNC(=O)CN)O2)c(=O)[nH]c1=O | i | 1.3
COc1cccc(C(=O)OC(C)C(=O)Nc2ccc3c(c2)OCO3)c1 (configuration not stated) | i | 0.7
C[C@H](CO)N1C[C@H](C)[C@H](CN(C)S(=O)(=O)c2ccccc2)Oc2c(NS(C)(=O)=O)cccc2C1=O | i | 0.7
Cc1c(NC(=O)C(C)OC(=O)COc2ccc(C#N)cc2)c(=O)n(-c2ccccc2)n1C (configuration not stated) | i | 0.7
O=S1(=O)CCOC[C@H](Cc2ccccc2)N1Cc1ccccc1Br | i | 1.7
O=[N+]([O-])c1ccc(COc2cccc(CN3CCOCC3)c2)cc1 | i | 1.1
O=C(Nc1nnc(-c2ccccc2)o1)c1cccc(S(=O)(=O)N2CCOCC2)c1 | i | 0.8

Single values from the results shown:
N#Cc1cccc(NC(=O)CSc2cccc[n+]2[O-])c1 @ Myeloid diff MLP GFP+ MAC1+ % = 1.6
CO[C@@H]1CN(C)C(=O)c2ccc(NC(=O)C3CCC3)cc2OC[C@H](C)N(CC2CCCCC2)C[C@H]1C @ Myeloid diff MLP GFP+ MAC1+ % = 1.4

Next compounds.
SMILES | Myeloid diff MLP | Myeloid diff MLP GFP+ MAC1+ %
COc1cc(C(=O)NNC(=O)CCOc2ccccc2)cc(OC)c1OC | + | 10.1*
CC(C)(c1cc(Cl)c(O)c(CN2CCOCC2)c1)c1cc(Cl)c(O)c(CN2CCOCC2)c1 | i | 1.2
CC(OC(=O)C1COc2ccccc2O1)C(=O)c1ccccc1 (configuration not stated) | i | 0.3
C[C@H]1CN([C@@H](C)CO)S(=O)(=O)c2ccc(Br)cc2O[C@@H]1CN(C)C(=O)CCN1CCCCC1 | i | 0.8
NS(=O)(=O)c1ccc(NC(=O)COC(=O)CCc2nc3ccccc3c(=O)[nH]2)cc1 | i | 0.9
CCN(CC)CCC=C(c1cccs1)c1cccs1 | i | 0.3
CCCNC(=O)C1(C)CCN(Cc2csc(-c3ccc(Cl)cc3)n2)C1 (configuration not stated) | i | 0.5
Cc1ccc(OCC(=O)Nc2cc(S(=O)(=O)N3CCCCC3)ccc2N2CCN(C)CC2)c(C)c1 | i | 0.4
Cc1cc(OCC(=O)OCC(=O)N2CCc3ccccc3C2)ccc1Cl | i | 0.5
COc1cc2cnc(-c3ccccc3F)cc2cc1OC | i | 1.5
Cc1ccccc1-c1nnc(SCC(=O)NC2CCS(=O)(=O)C2)n1C (configuration not stated) | i | 1.0
COc1ccccc1N(CC(=O)Nc1ccccc1C(F)(F)F)S(=O)(=O)c1cccs1 | i | 0.3
NC(=O)c1ccsc1NC(=O)COC(=O)c1ccc(Cl)nc1 | i | 1.2
CCSc1nnc(NC(=O)C2CCCN(C(=O)c3ccc(Cl)cc3)C2)s1 (configuration not stated) | i | 0.4
O=C1CN(C(=O)COc2ccc([N+](=O)[O-])cc2Cl)c2ccccc2N1 | i | 0.4
CC(=O)Nc1cncc(-c2cccc(C(=O)NC3CC3)c2)n1 | i | 1.4
Cc1cc(C)cc(NC(=O)CCc2nc3sc4c(c3c(=O)[nH]2)CCCC4)c1 | i | 1.0
O=C1c2cc(O)cc(O)c2C(=O)c2c1cc(O)c([C@@H](CO)CCO)c2O | i | 1.6
CCN(CC(=O)Nc1ccccc1C(F)(F)F)C(=O)CCSc1ccc(F)cc1 | i | 0.7
Cc1ccc(NC(=O)C2CC(=O)N(c3ccccc3Cl)C2)cc1S(=O)(=O)N1CCOCC1 (configuration not stated) | i | 1.1
N#Cc1cccc(NC(=O)c2cc(C3CCCCN3S(=O)(=O)c3ccccc3)on2)c1 (configuration not stated) | i | 1.4
CC(=O)c1cccc(NC(=O)C2Cc3c(-c4cccc(C(C)=O)c4)ccnc3O2)c1 (configuration not stated) | i | 0.4
COC(=O)C1N[C@@H]([C@@H](NC(=O)COc2ccccc2)C(=O)NCc2ccc(OC)cc2)SC1(C)C (some centres not stated) | i | 1.2
Cc1cccc(C)c1NC(=O)COC(=O)CCc1c[nH]c2ccccc12 | i | 0.2
CN(C(=O)c1cccc(NC(=O)Cc2cccc(NC(=O)C3CCN(C(=O)C4CC4)CC3)c2)c1)C1CC1 | i | 0.3
CCN(CC)C(=O)c1cccc(-c2csc(C(C)(NC(C)=O)c3ccccc3)n2)c1 (configuration not stated) | i | 0.5
Cc1ccccc1NC(=O)COC(=O)CCc1c[nH]c2ccccc12 | i | 0.1
Clc1ccc(-c2noc3c2-c2nc(Cc4cccc5ccccc45)sc2CC3)cc1 | i | 1.6
